# ALOX12 inh: blocks human arachidonate 12S-lipoxygenase; actives 1.1% (n = 580,000); Potency, µM (highest dose often 108 µM), inactives show at the highest dose activity change, negative = inhibition, usual class: inhibitors; AID 1671190; purified 12hLO, xylenol orange hydroperoxide absorbance; active means well fitted inhibition curve with a large enough effect; inconclusive means small, poorly fitted or top-dose-only effect, or another doubt; inactive means no such curve, though single readings can be large or run the other way
# Target sequence (P18054 whole entry, looked up): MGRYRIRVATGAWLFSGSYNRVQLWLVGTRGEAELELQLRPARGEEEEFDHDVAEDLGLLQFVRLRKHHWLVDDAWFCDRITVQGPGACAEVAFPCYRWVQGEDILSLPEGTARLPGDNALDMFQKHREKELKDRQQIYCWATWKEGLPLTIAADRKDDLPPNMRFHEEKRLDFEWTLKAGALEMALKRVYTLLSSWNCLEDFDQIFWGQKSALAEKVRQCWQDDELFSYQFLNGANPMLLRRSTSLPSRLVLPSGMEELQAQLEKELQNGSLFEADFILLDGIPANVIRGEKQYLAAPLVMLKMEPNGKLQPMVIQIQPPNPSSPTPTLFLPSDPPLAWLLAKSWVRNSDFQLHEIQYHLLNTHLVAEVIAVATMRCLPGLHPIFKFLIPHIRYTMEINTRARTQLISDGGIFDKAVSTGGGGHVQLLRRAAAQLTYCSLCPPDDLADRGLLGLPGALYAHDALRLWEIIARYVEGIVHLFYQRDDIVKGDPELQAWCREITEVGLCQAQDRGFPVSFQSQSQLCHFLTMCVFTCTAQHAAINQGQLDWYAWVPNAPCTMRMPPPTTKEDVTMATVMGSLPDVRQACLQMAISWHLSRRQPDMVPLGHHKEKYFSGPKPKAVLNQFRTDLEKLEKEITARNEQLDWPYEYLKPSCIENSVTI
#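 Hydroperoxide product was detected by ferrous iron/xylenol orange as the 573 to 405 nm absorbance ratio. Arachidonic acid at 40 uM (final) was turned over for 30 min at room temperature by 150 nM human 12hLO, pH 7.0 Hepes buffer, after 15 min compound preincubation.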
# Numbers without * were called inactive; ? = inconclusive; [ ] = remark or other dose. On the % scale 0 is the no-effect control and ±100 the full control effect; potency means the concentration at half of the fitted maximal effect. This is a subset; rates above refer to the full screens.
item | ALOX12 inh | molecule
1 | 10.6%[176 µM] | C[C@@H](NC(=O)COc1ccccc1)c1c(-c2ccc(F)cc2)noc1C(=O)O
2 | -18.7% | CCCNC(=O)CC1COc2ccc(C(=O)NCCOC)cc2N1C (stereo unspecified)
3 | 14.5% | CN(Cc1cccnc1)c1nc2c(c(=O)[nH]1)CCN(Cc1ccc(F)cc1F)CC2
4 | 57.7%[activator] | CCN(Cc1ccc(C)o1)C(=O)c1ccc2nc(-c3ccc(F)cc3)cn2c1
5 | 0.9% | O=C(/C=C(\Nc1cc(Cl)c(Cl)c(Cl)c1)c1ccccc1)c1ccccc1
6 | 12.0% | COCCC(=O)N1CCC2(CCC2OC)CC1 (stereo unspecified)
7 | -8.4% | CCC[C@H]1[C@@H](NS(=O)(=O)c2ccc([N+](=O)[O-])cc2)CC[C@@]23CCCN2C(=O)CCC[C@@H]13
8 | -7.4%[176 µM] | O=C(NC1CCC1)C1=NO[C@@H]2CN(CCc3ccccc3)C[C@H]12
9 | -13.2% | OCC[C@@H]1C[C@H](O)[C@@H](O)[C@@]2(OCCc3cc(C(F)(F)F)ccc32)O1
10 | -2.9% | S=C(SCc1cc(Cl)cc2c1OCOC2)N1CCSCC1

# (list continues)
item | ALOX12 inh | molecule
11 | 51.4%[activator] | Cc1nn(C)c(C)c1CCC(=O)NC1CCc2nnc(C3CC3)n2CC1 (stereo unspecified)
12 | 17.2%[176 µM] | Cn1cc(-c2cc(-c3cccnc3)c3cncn3c2)cn1
13 | ? | O=C(O)CCC(=O)N1Cc2ccccc2CC2(CCCCN2CCc2ccccc2)C1 (stereo unspecified)
14 | 59.6%[activator] | CC(=O)N[C@H]1CN(C(=O)c2ccccc2C(F)(F)F)C[C@@H]1C1CC1
15 | 2.51µM* | COc1cccc(CCC(=O)N2CCC3(CC2)NC(=O)N(c2ccccc2)N3)c1
16 | 7.2% | CC1(C)OC(=O)C2=C(CC(CCc3ccccc3)OC2c2ccc(Cl)c(Cl)c2)O1 (stereo unspecified)
17 | 66.7%[activator] | CCN1CCC(N2CCC3(CC2)CN(c2ccncn2)CC3CO)CC1 (stereo unspecified)
18 | 19.3% | CCn1ccc(C(=O)N2C[C@@H](COC)[C@H](c3nc(C4CC4)no3)C2)n1
19 | 2.2% | O=C(c1c(F)cccc1F)N1CCC2(CC1)N=C(c1ccc(Cl)cc1)NO2
20 | ? | COc1cccc([S+](=O)([O-])N2CCC3(CC2)C(=O)NN=C3c2cccnc2)c1

# (further entries)
item | ALOX12 inh | molecule
21 | ? | COc1cc(C)c(-c2nc(CN3CCCC(CN)C3)c(C)o2)cc1C (stereo unspecified)
22 | 36.7%[activator] | CCc1nncn1C1CCN(S(=O)(=O)c2ccccc2C)CC1
23 | 99.9%[activator] | O=C(Cc1cccs1)NC1CCCN(c2cc(-c3ccccc3)[nH]n2)C1 (stereo unspecified)
24 | -3.8% | CCOc1ccc(C2CC(=O)Nc3c2c(C)nn3CC(=O)O)c(OCC)c1C (stereo unspecified)
25 | 12.3%[176 µM] | Fc1cccc(CN2CCNc3cnc(OCc4cccnc4)cc3C2)c1
26 | 3.9% | CCCN1C(CC(C)C)=NS(=O)(=O)c2cc(NC(=O)c3ccco3)ccc21
27 | 31.1%[activator] | CCC1(C(=O)NC2CCCCCC2)CCCCC(=O)N1 (stereo unspecified)
28 | ? | CCOC(=O)CNC(=O)N(C)[C@H]1C[C@H]2c3[nH]c4c(-c5ccc6c(c5)OCO6)cccc4c3CCN2C(=O)[C@H]1[C@H](C)O
29 | 25.6% | Cc1cc(C(=O)N2C[C@@H](Oc3cccnc3)C[C@H]2C(=O)N2CCOCC2)nn1C
30 | 5.7% | COc1cccc(S(=O)(=O)N2CCC(c3noc(-c4cnccn4)n3)C2)c1 (stereo unspecified)

# Continued:
item | ALOX12 inh | molecule
31 | 23.4% | O=C(c1ccoc1)N1CCC2(CC1)N=C(c1cccc(Br)c1)NO2
32 | 55.2%[activator] | CC(C)CCNC(=O)C1CCN(C(=O)c2ncn3c2COC(c2ccc(F)cc2)C3)CC1 (stereo unspecified)
33 | ? | COC(=O)c1cc2c(c3c4cc(OC)ccc4n(S(=O)(=O)c4ccc(F)cc4)c13)C(=O)N(CC(C)C)C2
34 | ? | CCCCNC(=O)c1cc2n(n1)CC(c1ccc3c(c1)OCO3)OC2 (stereo unspecified)
35 | -0.9% | CC(=O)Nc1ccc(OCC(=O)NCc2ccccc2F)nc1
36 | 83.7%[activator] | COCC[C@]1(O)CCN(C(=O)CSc2ccccc2)C[C@H]1C
37 | -16.1%[6.33 µM] | Cc1ccc(C(=O)N2CCn3c(nn(-c4ccc(C(F)(F)F)cc4)c3=O)C2)cc1
38 | 3.0% | O=C(c1ccc2c(c1)OCO2)N1CCCC(n2cc(-c3nc(C4CC4)no3)nn2)C1 (stereo unspecified)
39 | -8.0% | CCN1C(=O)C2CC3(CCN(S(=O)(=O)c4cccc(OC)c4)CC3)CN2C1=O (stereo unspecified)
40 | ? | O=C(NC1CCC1)c1ccc(C#CC2CC2)cn1

# Continued:
item | ALOX12 inh | molecule
41 | 24.3% | COc1ccc(CNC(=O)NCC23CCC=C2N(C)C(=O)CC3)cc1 (stereo unspecified)
42 | 10.1%[176 µM] | CN1C[C@H](NCc2nccn2C)CCC[C@@H](C(=O)NCc2cc(F)cc(F)c2)CC1=O
43 | 79.2%[activator] | CCCN(CC1CC1)C(=O)C1CCCN(Cc2ccncc2)CCC(=O)NCC1 (stereo unspecified)
44 | 58.4%[activator] | COc1cccc(CNC2CCCc3nc(-c4cccnc4)ncc32)c1 (stereo unspecified)
45 | ? | Cc1ccc(CN2CCc3oc(C)c(C(=O)N4CCSCC4)c3C2)cc1
46 | 3.3%[6.33 µM] | COc1ccccc1C(=O)N1CCC2(C1)C(=NC1CCCC1)NC(=O)N2c1cccnc1 (stereo unspecified)
47 | 4.8%[176 µM] | O=C(NC(c1ccccc1)c1ccccc1)c1cnc2c(c1)N(Cc1ccccc1)CCC2
48 | 50.3%[activator] | C=Cc1cccc(CN2CCC(CNC(=O)C3CCNCC3)C2)c1 (stereo unspecified)
49 | 0.0%[176 µM] | Cc1cc(C)cc(-c2[nH]nc3ncc(-c4ccsc4)nc23)c1
50 | 5.6%[176 µM] | O=C1OCC2(CCN(Cc3ccc4cn[nH]c4c3)C2)N1Cc1ccccn1 (stereo unspecified)

# New compounds follow:
item | ALOX12 inh | molecule
51 | ? | CN(C)c1ccc(C(=O)N2CC[C@@H](CC(=O)O)[C@@H](CCN3CCN(c4ccccc4)CC3)C2)cc1
52 | 8.6% | CCc1nc(NC(=O)C[C@H]2NC(=O)c3ccccc3NC2=O)sc1C
53 | 23.4%[176 µM] | O=c1c2nc(OCc3ccc(F)cc3)ccc2ncn1Cc1ccccn1
54 | ? | Cc1cn2nnc(C(=O)NCC3CCCCC3)c2c(=O)[nH]1
55 | 43.0%[activator] | O=C(c1ccccn1)N1CCCn2cc(-c3ccccc3)nc21
56 | 23.5% | COC[C@@H]1[C@H](NC(=O)c2cc(N3CCCCC3)ccc2Cl)[C@@H]2CCO[C@H]12
57 | 7.9% | CCOc1cccc(CNC(=O)C2CCN(c3cn[nH]c(=O)c3)C2)c1 (stereo unspecified)
58 | 31.8% | CN(C)Cc1cn(C[C@H]2C[C@@H](NC(=O)c3ccc4c(c3)OCO4)[C@H](O)[C@@H]2O)nn1
59 | 30.4%[activator][176 µM] | c1cc(CN2CCOC[C@H]2c2ncc(-c3ccncc3)[nH]2)ccn1
60 | 69.8%[activator] | CCn1ccc(C(=O)N2CCC(c3nnc(Cn4cncn4)n3C)CC2)n1

# Continuation:
item | ALOX12 inh | molecule
61 | 19.5% | O=C(CC1CCCC1)N1CCCC(Cc2nc(C3CCOCC3)no2)C1 (stereo unspecified)
62 | 7.6%[176 µM] | O=C(NCc1ccc(Cl)cc1)[C@@H]1Cc2nc[nH]c2CN1C(=O)NC1CCCCC1
63 | 1.1% | CC(C)c1nc2c(c(-c3ccc(O)cc3)n1)CN(Cc1cccc(C(F)(F)F)c1)CC2
64 | 53.2%[activator] | COc1cccc(CN2CCC(c3nn(Cc4ccccc4)c(=O)[nH]3)CC2)c1
65 | 1.3% | COc1ccc(C)cc1NC(=O)N1CC(c2nnc(-c3ccncc3)o2)C2(CCOCC2)C1 (stereo unspecified)
66 | ? | Cc1cc(C)cc(C(=O)OCCN2CCN(C3CN(Cc4cn(Cc5ccccc5F)nn4)S(=O)(=O)C3)CC2)c1 (stereo unspecified)
67 | 6.6% | CCN(C1CCOCC1)C1CN(C(=O)c2cccn2C)C1
68 | 0.4% | CC(C)(CC(=O)O)CC(=O)N[C@H]1C[C@H]2C(=O)Nc3ccc(-c4cccs4)cc3C(=O)N2C1
69 | 0.6% | CN(Cc1ccccc1)C(=O)C1CC(=O)N(c2n[nH]c3cc(Br)ccc23)C1 (stereo unspecified)
70 | 5.1% | C[S+](=O)([O-])N1CC2(Cc3ccccc31)CN(C(=O)c1ccccc1)C2

# The listing continues:
item | ALOX12 inh | molecule
71 | 18.7% | CCCc1noc(-c2cn(C3CCN(C(=O)c4ccc(OCC)cc4)CC3)nn2)n1
72 | 27.0% | CN(C)[C@@H]1CN(C(=O)c2cccs2)CC[C@@H]1CO
73 | 28.9%[176 µM] | Cn1c(CO[C@H]2CN(Cc3ccc(C#N)cc3)C[C@H]2F)nc2ccccc21
74 | 30.1%[activator] | CCc1noc(-c2nc(-c3ccc(OC)cc3)no2)n1
75 | 41.9%[activator][176 µM] | c1cc2c(cc1-c1cn3c(n1)CO[C@@H](CNC1CCOCC1)C3)OCCCO2
76 | -2.1% | NCCc1ccc(CN2CCC3(CC2)OCCCC3O)cc1 (stereo unspecified)
77 | 42.9%[activator] | CNc1ccc(OC2CCN(C(=O)NCCc3ccccc3)CC2)nc1
78 | 22.7% | Cc1cc(C)cc(C(=O)N2CCN(C3CCN(CCC(C)C)C3=O)CC2)c1 (stereo unspecified)
79 | 23.2% | O=C(NCCN1CCOCC1)C1CC(=O)N(c2n[nH]c3cc(Br)ccc23)C1 (stereo unspecified)
80 | 6.3% | Cc1ccc(C(=O)NCC2Cn3cccc3C(=O)N2CC(C)C)cn1 (stereo unspecified)

# Next part.
item | ALOX12 inh | molecule
81 | 8.7% | O=C(NCC1CCN(C(=O)C(=O)c2cccs2)CC1)c1ccc2c(c1)CCO2
82 | 2.2% | Cc1ccc(C(=O)N2CC(F)(F)C[C@H]2c2nc(C3CC3)no2)nc1
83 | ? | CC(=O)NCCC(=O)N1Cc2ccccc2CC2(CCCN2CC2CCNCC2)C1 (stereo unspecified)
84 | 54.9%[activator] | Cc1ccc(C(=O)N2CC(c3nnc(-c4ccncc4)o3)C3(CCOCC3)C2)c(C)c1 (stereo unspecified)
85 | ? | CNC(=O)[C@@H]1CN(C(=O)c2ccc3ncccc3c2)C[C@H]1COC
86 | 59.1%[activator] | CCOc1ccc(-c2nnc(CCC(=O)NCCc3ccccc3)c(=O)[nH]2)cc1
87 | ? | CCC1(N2CCN(C(=O)c3cc(F)ccc3Cl)CC2)CCN(C(=O)C(C)C)C1 (stereo unspecified)
88 | 49.0%[activator] | Cn1ccnc1CN1CCN(c2nccc(-c3ccccn3)n2)CC1
89 | ? | Cc1noc(C)c1-c1cc2c(cc(C)n2C)c(-c2cccc(O)c2)n1
90 | -3.6% | CCc1noc(-c2ccn3c(CNC(=O)c4cccc(OC)c4)nnc3c2)n1

# New compounds follow
item | ALOX12 inh | molecule
91 | ? | CN1CCC(NC(=O)c2cccnc2OC2CCNCC2)CC1
92 | 5.5%[6.33 µM] | COc1ccc(C(=O)N2CCCC3(CC(c4cccnc4)=NO3)C2)cc1 (stereo unspecified)
93 | -9.6% | Cn1ccnc1C(=O)C1CCCN(Cc2cc(=O)c3cccc(Cl)c3[nH]2)C1 (stereo unspecified)
94 | ? | C[C@@H]1CN(c2ccc(N3CCN(C(=O)OC(C)(C)C)C[C@H]3C)cc2C#N)C[C@H](C)O1
95 | 10.2% | CN(CCCn1cccn1)C(=O)C1C2C(=O)N(c3ccc(F)cc3)C[C@@]23C=C[C@@H]1O3 (stereo partly specified)
96 | 0.9%[176 µM] | COC(=O)[C@H](Cc1ccc(OC)cc1)NC(=O)[C@@H]1CNCCN1S(C)(=O)=O
97 | 13.8% | O=C(c1ccncc1)N1CCCC(n2cc(-c3nc(C4CC4)no3)nn2)C1 (stereo unspecified)
98 | 21.6%[176 µM] | C=CCn1cc2c3c(cccc31)[C@H](CC(C)C)N[C@H](C(=O)NC1CCC1)C2
99 | 13.4% | Cc1ccccc1C(=O)N1CCN(C(=O)c2nnn3c2COC(c2ccccc2)C3)CC1 (stereo unspecified)
100 | ? | CC(C)C[C@H](CC(=O)O)C(=O)N[C@@H](Cc1c[nH]c2ccccc12)C(=O)N[C@@H](C)c1ccccc1

# Continued:
item | ALOX12 inh | molecule
101 | -1.3% | CNC(=O)[C@@H]1C[C@@H](n2cc(CC(C)C)nn2)CN1
102 | 15.5% | CN(Cc1nc2ccc(Cl)cc2[nH]1)C(=O)c1ccc2cccc(F)c2n1
103 | 30.7%[activator] | CNC(=O)c1noc([C@@H]2CC(F)(F)CN2C(=O)C2CCC2)n1
104 | 88.1%[activator] | Cc1cc(C(=O)N2CCCn3ccnc3C2c2cnn(C)c2)n[nH]1 (stereo unspecified)
105 | -6.1% | COCCNC(=O)[C@H]1C[C@H](Oc2ccccc2)CN1C(=O)c1cccc(C)c1
106 | ? | COCCN1CCCCCC(O)c2cc(C(=O)NCC3CCCCC3)ccc21 (stereo unspecified)
107 | 65.0%[activator] | CCCN(CCC)Cc1ccc(C(=O)NCc2c(C)noc2C)cc1

# Assay outcomes (PubChem)
